OX1R antag: blocks the human orexin 1 receptor | 0.43% of 330,000 active | AID 434989 | O43613 | CHO/OX1R cells, Fluo-8 calcium fluorescence, orexin A | inhibition, % at 5 µM;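 active = inhibition above its plate's threshold, mean inhibition of all tested compounds on the plate plus 3 SD, cut at about 37% in these data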;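 note: 0% = orexin A challenge wells and 100% = SB-334867-A antagonist wells; not every result past the cut was called active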
Target sequence (O43613 whole entry, looked up): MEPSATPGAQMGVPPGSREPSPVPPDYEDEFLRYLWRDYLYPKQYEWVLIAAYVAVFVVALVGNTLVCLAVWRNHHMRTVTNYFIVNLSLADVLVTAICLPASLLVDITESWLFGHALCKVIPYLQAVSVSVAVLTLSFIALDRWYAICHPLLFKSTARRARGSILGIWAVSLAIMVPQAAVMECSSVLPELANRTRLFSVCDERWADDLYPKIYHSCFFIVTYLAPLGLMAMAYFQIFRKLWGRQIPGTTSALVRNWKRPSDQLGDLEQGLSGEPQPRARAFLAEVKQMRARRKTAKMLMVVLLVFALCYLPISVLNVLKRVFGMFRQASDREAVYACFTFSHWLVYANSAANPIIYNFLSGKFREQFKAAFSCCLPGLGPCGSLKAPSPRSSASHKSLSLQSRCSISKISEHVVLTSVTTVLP
CHT allo act: allosteric activators of human choline transporter CHT; Q9GZV3; CHT-expressing cells, membrane potential dye, choline EC20; hits give high values; LV-AA mutant CHT in HEK293 cells; B-score at 10 µM; 0.49% of 310,000 active;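 active = initial fluorescence not abnormally high and integrated response B-score, plate-corrected, over 3 SD above library mean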
Target sequence (Q9GZV3 whole entry, looked up): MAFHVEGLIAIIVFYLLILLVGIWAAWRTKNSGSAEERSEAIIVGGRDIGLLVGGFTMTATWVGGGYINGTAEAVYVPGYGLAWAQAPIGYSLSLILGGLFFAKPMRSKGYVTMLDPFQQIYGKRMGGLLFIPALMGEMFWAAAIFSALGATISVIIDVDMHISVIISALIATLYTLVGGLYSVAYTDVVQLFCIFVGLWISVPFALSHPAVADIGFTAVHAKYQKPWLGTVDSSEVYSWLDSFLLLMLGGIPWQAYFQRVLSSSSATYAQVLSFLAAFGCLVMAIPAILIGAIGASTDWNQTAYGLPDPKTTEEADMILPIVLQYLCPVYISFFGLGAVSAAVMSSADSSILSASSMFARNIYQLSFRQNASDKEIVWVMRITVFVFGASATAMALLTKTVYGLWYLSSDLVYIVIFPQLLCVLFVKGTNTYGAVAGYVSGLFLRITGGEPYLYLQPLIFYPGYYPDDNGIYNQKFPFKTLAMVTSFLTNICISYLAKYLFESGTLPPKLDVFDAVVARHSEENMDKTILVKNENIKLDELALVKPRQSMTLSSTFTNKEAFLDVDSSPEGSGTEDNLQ
* hit, by the source's call; i = inactive; · = no result given.

SMILES | OX1R antag | CHT allo act
CC(=O)[C@H]1[C@H](C#N)C[C@H]2[C@@H]3CC=C4C[C@@H](O)CC[C@]4(C)[C@H]3CC[C@@]21C | -23 | i
CC(C)CCNC(=O)CCCOc1ccccc1 | -15 | i
O=C(N/N=C/c1cccs1)[C@H]1C[C@@H]1c1ccccc1 | -8 | i
Cc1ccc(OCCCC(=O)NNC(=O)c2ccccn2)cc1 | -1 | ·
O=C(COC(=O)COc1ccccc1[N+](=O)[O-])Nc1ccc(S(=O)(=O)N2CCCCC2)cc1 | 4 | i
CCCCOc1ccc(NC(=O)CSc2cccc3cccnc23)cc1 | -20 | i
COc1ccccc1NC(=O)/C(=C/c1cccs1)NC(=O)c1ccco1 | -9 | i
COc1ccc(C)cc1NC(=O)CSc1ccc(-c2cccnc2)nn1 | -27 | i
CCOc1ccc(S(=O)(=O)N2CCN(C(=O)Cc3ccc(S(=O)(=O)N4CCOCC4)s3)CC2)cc1 | 5 | i
O=c1c(Cc2ccc(F)cc2)c(O)ccn1C1CCCCC1 | -10 | i
COc1ccc(-c2cc(C(=O)N3CC(C)CC(C)C3)c3ccccc3n2)cc1 (centres undefined) | -36 | i
Nn1c(SC/C=C/c2ccccc2)nnc1-c1cccnc1 | 1 | i
CC(C)CNC(=O)c1ccc(COc2ccc(Cl)cc2Cl)o1 | -28 | i
Cc1ccc(-n2nc3c(=O)n(CCCC(=O)NCCc4ccccc4C)nc(C)c3c2C)cc1 | -15 | i
Cn1ncc(Br)c1NC(=O)c1cc(Cl)cc(Cl)c1 | -23 | i
CN(Cc1cc2ccccc2[nH]c1=O)S(=O)(=O)c1ccccc1 | -39 | i
Cc1nc(=O)c(-c2ccccc2)c(C)n1-c1cccc(C(=O)O)c1 | -14 | i
Cc1nn(Cc2cccc(C(=O)NC(C)c3ccc(C(C)(C)C)cc3)c2)c(C)c1[N+](=O)[O-] (centres undefined) | -19 | i
COc1ccc(CNC(=O)C(OC(=O)c2ccco2)c2ccc(F)cc2)cc1 (centres undefined) | -24 | i
CC(O)c1cc2c(s1)c1cnn(Cc3ccccc3F)c(=O)c1n2C (centres undefined) | 15 | ·

Two compounds picked at random from the list so far:
SMILES | OX1R antag | CHT allo act
COc1ccc(-c2cc(C(=O)N3CC(C)CC(C)C3)c3ccccc3n2)cc1 (centres undefined) | -36 | i
Cc1ccc(OCCCC(=O)NNC(=O)c2ccccn2)cc1 | -1 | ·

Compounds shown so far that contain nitrogen in an aromatic ring:
SMILES | OX1R antag | CHT allo act
Cc1ccc(OCCCC(=O)NNC(=O)c2ccccn2)cc1 | -1 | ·
CCCCOc1ccc(NC(=O)CSc2cccc3cccnc23)cc1 | -20 | i
COc1ccc(C)cc1NC(=O)CSc1ccc(-c2cccnc2)nn1 | -27 | i
O=c1c(Cc2ccc(F)cc2)c(O)ccn1C1CCCCC1 | -10 | i
COc1ccc(-c2cc(C(=O)N3CC(C)CC(C)C3)c3ccccc3n2)cc1 (centres undefined) | -36 | i
Nn1c(SC/C=C/c2ccccc2)nnc1-c1cccnc1 | 1 | i
Cc1ccc(-n2nc3c(=O)n(CCCC(=O)NCCc4ccccc4C)nc(C)c3c2C)cc1 | -15 | i
Cn1ncc(Br)c1NC(=O)c1cc(Cl)cc(Cl)c1 | -23 | i
CN(Cc1cc2ccccc2[nH]c1=O)S(=O)(=O)c1ccccc1 | -39 | i
Cc1nc(=O)c(-c2ccccc2)c(C)n1-c1cccc(C(=O)O)c1 | -14 | i
Cc1nn(Cc2cccc(C(=O)NC(C)c3ccc(C(C)(C)C)cc3)c2)c(C)c1[N+](=O)[O-] (centres undefined) | -19 | i
CC(O)c1cc2c(s1)c1cnn(Cc3ccccc3F)c(=O)c1n2C (centres undefined) | 15 | ·

The results go on.
SMILES | OX1R antag | CHT allo act
CCCCCCSc1ccc(-c2nc3ccc(C)cn3c2NC2CCCCC2)cc1 | -30 | i
CCc1[nH]nc(C(=O)N2CCCC(C(=O)c3cccc(C(F)(F)F)c3)C2)c1C (centres undefined) | -29 | i
C=C[C@H]1C(O[C@@H]2O[C@H](CO)[C@@H](O)[C@H](O)[C@H]2O)OC=C2C(=O)N3CCc4cc(OC)c(O)cc4[C@H]3C[C@H]21 (some centres undefined) | 0 | ·
COC(=O)/C(=C\C(=O)c1ccccc1)Nc1ccc(OC)cc1 | -23 | i
Cc1c(OCC(=O)C(C)(C)C)ccc2c3c(c(=O)oc12)CCCC3 | -30 | i
Cc1cc(C)nc(NS(=O)(=O)c2ccc(NC(=S)NC(=O)C3CCCC3)cc2)n1 | -10 | i
Cc1c(CCC(=O)N[C@@H](C)C(=O)O)c(=O)oc2cc3oc4c(c3cc12)CCCC4 | 9 | i
O=c1cnnc(Nc2ccc(F)cc2)[nH]1 | -13 | i
C=C1c2cccc(OC)c2O[C@H](C(=O)OCC)[C@@H]1CCCCCC | -39 | ·
O=C(CSc1nc2ccccc2c(=O)n1Cc1ccco1)N1CCN(c2ccccc2)CC1 | -17 | i
Cc1cnc(CN2CCCC(C(=O)c3ccc4c5c(cccc35)CC4)C2)[nH]1 (centres undefined) | -27 | i
COc1ccc(NS(=O)(=O)c2cc(NC(=O)C3CC3)ccc2N2CCOCC2)cc1 | -7 | i
O=S(=O)(/N=C(/Nc1cccc2ccccc12)c1ccccc1)c1cccs1 | 2 | i
COc1ccc(N2CCN(C(=O)NCc3cccc(OC)c3)CC2)cc1 | 10 | i
Cc1cccc(NC(=S)NCCC(C)C)c1 | -13 | i
Cc1ccc(Cl)cc1NS(=O)(=O)N1CCOCC1 | -8 | i
CCOC(=O)c1c(CN(CC)CC)n(-c2ccccc2)c2ccc(O)cc12 | -37 | i
CC(C)N(C(=S)NC1CC2CCC1C2)c1ccccc1 (centres undefined) | -5 | i
CC(C)CC(=O)NC(c1ccccc1Cl)c1c(O)ccc2ccccc12 (centres undefined) | -30 | i
COC(=O)C1=C(C)NC(C)=C(C(=O)O[C@@H]2CCCN(Cc3ccccc3)C2)[C@@H]1c1cccc([N+](=O)[O-])c1 | -30 | i
Cc1ccc(C)c(N2CCN(C(=O)c3ccc(CSc4nc5ccncc5[nH]4)cc3)CC2)c1 | 53* | i
CCOc1ccc(CN(C)C(=O)NNC(=O)c2ccc(C)cc2)cc1OC | -10 | i
Cc1ccccc1CN1CCN(CC2CC3C=CC2C3)CC1 (centres undefined) | -14 | i
O=C(Cc1sc(Nc2ccccc2)nc1-c1ccccc1)NCc1ccccn1 | -24 | i
COc1ccc(CNC(=O)C2CCCN2C(=O)NC2CCCCC2)cc1 (centres undefined) | -18 | i
CCOc1ccc(S(=O)(=O)NCc2ccc(C)cc2)c2cccnc12 | -14 | i
CCCN(CCC)c1nc(N)nc(-c2cc(Cl)ccc2OC)n1 | -36 | i
O=C(Nc1cccc(-c2nn[nH]n2)c1)c1cccs1 | -9 | i
CCOc1ccc2[nH]c(=O)c(C(c3nnnn3CCOC)N3CCOCC3)cc2c1 (centres undefined) | -6 | i
O=C(COC(=O)CSc1ccc(F)cc1)NCc1ccco1 | 14 | ·
O=C(CSc1ncn[nH]1)NCc1ccc2c(c1)OCO2 | -1 | i
Cc1ccc(Oc2ccc(NC(=O)CCC(=O)OCC(=O)c3cccs3)cc2)cc1C | 6 | i
COc1ccc(OCC(=O)Nc2ccc3oc(-c4ccncc4)nc3c2)cc1 | -2 | i
CC12CC(O)C3c4ccc(O)cc4CCC3C1CCC2=O (centres undefined) | -26 | i
CCOc1cc(/C=N/Nc2ccccc2Cl)ccc1OCC(=O)O | -7 | i
COc1ccc(OCCC(=O)OCC(=O)NCc2ccccc2OC)cc1 | -22 | i
COc1ccc(NS(=O)(=O)c2cccc(C(=O)NCC3(N4CCOCC4)CCCCC3)c2)cc1 | -30 | i
COc1ccc(C(=O)NCc2ccc3c(c2)OCO3)c(OC)c1 | -18 | i
CN1CCN(CCOc2cccc(Cl)c2)CC1 | -9 | i
Cc1cc(NC(=O)CCC(=O)N(c2ccc(F)cc2)C(C(=O)NC2CCCC2)c2ccccc2)no1 (centres undefined) | -28 | i
CC(C)N(Cc1ccccc1)S(=O)(=O)N(C)C | -4 | i
CCOC(=O)C1(C)NC(c2ccco2)C2C(=O)N(CC)C(=O)C21 (centres undefined) | -9 | i
O=C(NCc1ccc(F)cc1)C1CCCN1C(=O)Nc1ccc(Cl)cc1 (centres undefined) | -17 | i
CNC(=O)c1cn(-c2ccccc2)c(=O)c2ccccc12 | -9 | i
O=C(OCC(=O)N1CCCCCC1)c1ccc(Cl)nc1 | 13 | ·
COc1ccc(Cl)cc1NC(=O)c1cccnc1 | 11 | i
Cc1ccc(C2CC(c3ccco3)=NN2S(C)(=O)=O)cc1 (centres undefined) | 2 | i
CCOC(=O)CCCCCNC(=O)c1ccc(F)cc1F | -21 | i
Oc1ccccc1/C=N/NC(=S)NC1CC2CC1C1C=CCC21 (centres undefined) | -8 | i
CN(C)CCCN(C(=O)c1ccc(S(=O)(=O)N2CCc3ccccc32)cc1)c1nc2ccc(F)cc2s1 | -17 | i
Nc1cc(C(=O)OCC(=O)NNC(=O)c2ccccc2F)ccc1Cl | -21 | ·
CCn1cc(Br)c(C(=O)N(C)Cc2ccccc2)n1 | -11 | i
O=C(O)C1C(c2ccccc2)C(C(=O)OCCCO)C1c1ccccc1 (centres undefined) | -7 | i
Cc1cccc(C(=O)NCC(=O)NC(C)c2ccc(-n3ccnc3)cc2)c1 (centres undefined) | -17 | i
COc1ccc(-n2ncc3c(NCc4ccc5c(c4)OCO5)ncnc32)cc1 | -15 | i
COc1ccc(C(=O)CC2SC(N)=NC2=O)cc1 (centres undefined) | -8 | i
O=S(=O)(c1ccc(Cl)cc1)N1CCCC(C(F)(F)F)C1 (centres undefined) | -9 | i
CC(=O)C1=C(C)NC2(O)c3ccccc3C(=O)C12O (centres undefined) | -8 | i
Cn1c(OCc2ccc3c(c2)OCO3)nc2c1c(=O)n(Cc1cccc(Cl)c1)c(=O)n2C | -44 | i
O=c1nc2c(-c3ccccc3F)n[nH]n2c2ccccc12 | -37 | i

Later entries
SMILES | OX1R antag | CHT allo act
C=CCn1cc(/C=N/NC(=O)COc2cccc3cccnc23)c2ccccc21 | -15 | i
C#CCOC(=O)/C(=C/c1ccc(F)cc1)NC(C)=O | -1 | i
COc1ccc(NC(=O)N2CCCC2C(=O)Nc2ccccc2)cc1 (centres undefined) | -5 | i
CNC(=S)Nc1ccc(C)cc1 | -35 | i
CSC(=S)N/N=C/c1c[nH]c2ccccc12 | 12 | i
COc1ccc(-c2nnc(SCc3ccccn3)n2C)cc1 | -9 | i
O=c1[nH][nH]c(=O)c2c(NS(=O)(=O)c3ccccc3)cccc12 | -12 | i
CC(=O)Nc1ccc(S(=O)(=O)NCC(=O)OC(C)c2ccccc2Cl)cc1 (centres undefined) | -19 | i
NC(=O)CC(NC(=O)Cc1ccc(Br)cc1)c1ccc(NCCc2ccccc2F)c([N+](=O)[O-])c1 (centres undefined) | -12 | i
CC(=O)OC1(C(F)(F)F)Oc2ccccc2NC1=O (centres undefined) | 2 | i
O=C(CSc1nnnn1-c1ccc(Cl)cc1)NNC(=O)c1ccc([N+](=O)[O-])cc1 | 2 | i
O=C(NC(=S)NCc1cccnc1)c1ccccc1 | -10 | i
Cc1c(NC(=O)CN2C(=O)NC(C)(c3ccc4c(c3)OCCO4)C2=O)c(=O)n(-c2ccccc2)n1C (centres undefined) | 3 | i
N#C/C(=C\c1ccc2c(c1)OCO2)C(=O)NCc1ccco1 | -12 | i
CC(C)=CC(=O)OCC(=O)Nc1ccc(Cl)cn1 | -18 | i
O=C(NCCCN1CCOCC1)c1c(O)c2ccccc2[nH]c1=O | -8 | i
CCOC(=O)C1CCCN(Cc2c(C(=O)N3CCCCC3)nc3c(C)cccn23)C1 (centres undefined) | -22 | i
O=C(CN1C(=O)c2ccccc2C1=O)NCC(=O)OCC(=O)c1cccc([N+](=O)[O-])c1 | -3 | i
O=C(COC(=O)c1ccc(Br)o1)Nc1ncc([N+](=O)[O-])s1 | 12 | ·
CC(C)CCNC(=O)CN(Cc1ccc(F)cc1)C(=O)CCC(=O)Nc1ccccn1 | -27 | i

Grouped by structure, the entries above containing a tert-butyl group.
SMILES | OX1R antag | CHT allo act
Cc1nn(Cc2cccc(C(=O)NC(C)c3ccc(C(C)(C)C)cc3)c2)c(C)c1[N+](=O)[O-] (centres undefined) | -19 | i
Cc1c(OCC(=O)C(C)(C)C)ccc2c3c(c(=O)oc12)CCCC3 | -30 | i

More records:
SMILES | OX1R antag | CHT allo act
COc1ccc(CN2CCC(CO)(Cc3cccc(C(F)(F)F)c3)CC2)cc1Cn1cccn1 | -26 | i
Cc1ccc(N2C(=O)CSC23C(=O)Nc2ccccc23)cc1 (centres undefined) | -5 | i
O=[N+]([O-])c1ccc(S(=O)(=O)N2CCN(Cc3c[nH]c4ccccc34)CC2)cc1 | -26 | i
COCCNc1nnc(SCC(=O)N2CCN(S(=O)(=O)c3ccccc3)CC2)s1 | -11 | i
CN(Cc1ccccc1)C(=O)C1CCN(S(C)(=O)=O)CC1 | -3 | i
Cc1ccc(OCc2cc(C(=O)N(C)CCc3ccccc3)no2)cc1C | -24 | i
COc1ccc(CNC(=O)/C=C/c2ccc(S(=O)(=O)N3CCOCC3)cc2)cc1 | -7 | i
Cc1cccc(C(=O)NC2CC3CCCC(C2)N3Cc2ccccc2)c1 (centres undefined) | -30 | i
O=C(NCc1ccc2c(c1)OCO2)c1cc(-c2ccncc2)nc2ccccc12 | -21 | i
O=C(CCS(=O)(=O)c1ccc(Br)s1)NCc1ccccc1 | -14 | i
Cc1nc(Nc2cccc(O)c2)c2c3c(sc2n1)CCC3 | -4 | i
Cc1ccc(NC(=O)C2=C(O)c3ccccc3N(C)S2(=O)=O)cc1 | -14 | i
Cc1ccc(/C=C(\NC(=O)c2ccccc2)C(=O)NCCc2ccccn2)o1 | -11 | i
Cc1ccc(NC(=S)N(CCCN2CCC(C)CC2)Cc2ccco2)cc1C | -21 | i

Copied from the list.
Result for `CN(Cc1ccccc1)C(=O)C1CCN(S(C)(=O)=O)CC1` in OX1R antag: -3
Result for `Cc1ccc(N2C(=O)CSC23C(=O)Nc2ccccc23)cc1` (centres undefined) in OX1R antag: -5

High-throughput results from PubChem.

This is a random part of the collection. Share with any hit: about 0.8%.
